Screening data from PubChem.
bIAP activator – intestinal alkaline phosphatase (bovine) activation; purified bovine IAP, CDP-star luminescence, 30 min; active compounds read high; fold of DMSO-control signal, blank-subtracted; activation factor at 20 µM; 200,000 compounds, 0.17% hits; AID 1016;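 active = activation factor of 2 or more at 20 µM, a signal rise over negative controls twice the positive control's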
Diaph act CS – activates diaphorase or chemically reduces, flagging diaphorase assay artifacts; Diaphorase/resazurin coupled assay, resorufin fluorescence, 16 min; active compounds read high; 1 = vehicle wells, 0 = NADH-free wells; activation factor at 20 µM; 190,000 compounds, 0.005% hits; AID 1229;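 active = diaphorase activity raised at least twofold by the compound at 20 µM; inactive = activation factor below 2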
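Material: purified diaphorase enzyme from Clostridium kluyveri / Medium: HEPES pH 7.4 buffer with MgCl2 and Tween 20 / Schedule: enzyme reaction of 16 min at room temperature / Measured by: resorufin fluorescence, excitation 544 nm, emission 590 nm / Evaluation: rise in resorufin formation, marking diaphorase activation or chemical reduction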
bIAP inh – intestinal alkaline phosphatase (bovine) inhibition; purified bovine IAP, CDP-star luminescence, 30 min; 190,000 tested, under 10 active; inhibition, % at 20 µM;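 active = over 50% inhibition of intestinal alkaline phosphatase at 20 µM in the single-dose screen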
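System: Purified bovine intestinal alkaline phosphatase (IAP) enzyme | Input: IAP diluted 1/65,000,000 in the well | Also added: CDP-star chemiluminescent phosphatase substrate, 30 µM final | Dosing: 20 µM single dose | Times: Enzyme reaction for 30 min at room temperature | Detection: Luminescence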
TNAP inh hi DEA – TNAP (human) inhibition, high acceptor. AID 1135. inhibition, % at 20 µM. 200,000 compounds, 0.03% hits. P05186. purified TNAP, CDP-star luminescence, 1 M DEA;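 active = over 50% inhibition of tissue-nonspecific alkaline phosphatase at 20 µM in the single-dose screen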;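 note: plate controls were DMSO wells for no effect and EDTA-quenched wells as full inhibition for full effect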
Target sequence (P05186 whole entry, looked up): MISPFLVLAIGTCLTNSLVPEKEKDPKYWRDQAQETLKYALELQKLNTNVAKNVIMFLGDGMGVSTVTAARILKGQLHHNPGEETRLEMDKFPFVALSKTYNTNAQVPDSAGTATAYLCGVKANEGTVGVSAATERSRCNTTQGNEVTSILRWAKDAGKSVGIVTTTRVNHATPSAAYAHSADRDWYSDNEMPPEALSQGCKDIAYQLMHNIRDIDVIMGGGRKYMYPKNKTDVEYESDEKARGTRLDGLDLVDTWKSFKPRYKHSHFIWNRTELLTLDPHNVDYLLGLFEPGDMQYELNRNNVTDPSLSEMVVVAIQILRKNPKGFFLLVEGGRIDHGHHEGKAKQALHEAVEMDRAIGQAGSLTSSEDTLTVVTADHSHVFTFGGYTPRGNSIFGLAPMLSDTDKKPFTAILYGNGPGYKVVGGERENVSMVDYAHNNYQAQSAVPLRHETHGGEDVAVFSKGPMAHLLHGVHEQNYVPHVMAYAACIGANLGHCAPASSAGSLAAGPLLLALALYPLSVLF
TNAP inh noacc – inhibitors of human TNAP without phosphate acceptor; purified TNAP, CDP-star luminescence, 30 min; inhibition, % at 20 µM; P05186; 200,000 compounds, 0.26% hits;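 active = tissue-nonspecific alkaline phosphatase inhibition above about 50% at 20 µM in the single-dose screen, limit read from the data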;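 note: 0% = DMSO negative control and 100% = EDTA positive control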
L major viab – inhibitors of Leishmania major promastigote growth. 200,000 compounds, 9% hits. Leishmania major promastigotes, resazurin fluorescence viability. inhibition, % at 10 µM; in the data active = inhibition above about 50%;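 note: promastigotes grown with compound for 44 hours at 28 °C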
Diaphorase inh – diaphorase inhibition or chemical oxidation counter-screen | inhibition, % at 20 µM | 190,000 compounds, 0.69% hits | AID 1217 | diaphorase resazurin-to-resorufin fluorescence, NADH, 16 min; bacterial (C. kluyveri) enzyme, not human;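 active = primary screen inhibition at 20 µM above a set limit, cut at about 50% in these data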;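 note: plate controls were DMSO with full reaction for no effect and wells lacking NADH for full effect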
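Detection: fluorescence of resorufin formed from resazurin, Ex 544/Em 590 nm; test system: Clostridium kluyveri diaphorase enzyme; amount: 0.14 U/mL diaphorase, enzyme working solution; times: 16-min room-temperature incubation before reading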
PMI activator – increases human mannose-6-phosphate isomerase activity | P34949 | purified human PMI, coupled resazurin fluorescence, 20 min; active compounds read high; 1 = vehicle control, 0 substrate-free wells | activation factor at 20 µM | 190,000 compounds, 0.005% hits | AID 1214;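 active = activation factor of 2 or more at 20 µM, relative to plate controls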
Target sequence (P34949 whole entry, looked up): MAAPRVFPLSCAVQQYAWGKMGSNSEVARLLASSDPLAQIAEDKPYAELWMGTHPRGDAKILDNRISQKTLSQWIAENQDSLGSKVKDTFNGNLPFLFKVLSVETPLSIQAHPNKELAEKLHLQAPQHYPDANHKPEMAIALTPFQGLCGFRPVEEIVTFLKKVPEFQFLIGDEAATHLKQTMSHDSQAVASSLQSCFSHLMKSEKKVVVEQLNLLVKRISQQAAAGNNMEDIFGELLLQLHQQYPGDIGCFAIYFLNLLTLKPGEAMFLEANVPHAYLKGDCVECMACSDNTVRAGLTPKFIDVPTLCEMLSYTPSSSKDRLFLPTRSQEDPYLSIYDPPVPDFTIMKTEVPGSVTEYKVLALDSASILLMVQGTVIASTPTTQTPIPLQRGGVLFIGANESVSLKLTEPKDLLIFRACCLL
PMI act hi M6P – increases human PMI activity with near-saturating mannose 6-phosphate. P34949. coupled PMI enzyme assay, resazurin fluorescence, 20 min; active compounds read high; 1 = untreated enzyme, 0 = substrate-free blank. activation factor at 20 µM. 190,000 compounds, 0.34% hits;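 active = activation factor of 2 or more at 20 µM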
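Technique: Diaphorase-driven resazurin-to-resorufin fluorescence, excitation 544, emission 590 nm | Assay system: Human PMI in coupled enzyme assay | Times: Enzyme reaction with compound 20 min at room temperature | Medium: HEPES-buffered pH 7.4 with magnesium and detergent | Reagent: Mannose-6-phosphate 1.0 mM (near-saturating) plus 0.22 mM NADP+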
TNAP act hi DEA – activators of human TNAP at high phosphate acceptor concentration | activation factor at 20 µM | 200,000 tested, under 10 active | purified TNAP, CDP-star luminescence, 1 M DEA, 30 min; active compounds read high; 0 = EDTA background, 1 = DMSO-only activity;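 active = activation factor at least 2 at 20 µM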
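Assay system: human TNAP; Input: enzyme diluted 1/800 final; Reagent: CDP-star luminogenic substrate at 100 µM final; Timing: 30 min, room temperature; Signal: luminescence; Evaluation: TNAP activation factor scaled between EDTA and DMSO control wells.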
The depositor's hits bear a star; · = no result given.

SMILES	bIAP activator	Diaph act CS	bIAP inh	TNAP inh hi DEA	TNAP inh noacc	L major viab	Diaphorase inh	PMI activator	PMI act hi M6P	TNAP act hi DEA
CC(C)c1nnc(NC(=O)C2CCN(c3cnccn3)CC2)s1	0.9	0.8	11	-4	-13	1	16	1	1	1
CC(C)CN(C(=O)COC(=O)c1nc(Cl)ccc1Cl)C1CCS(=O)(=O)C1 (stereo unspecified)	1	1	-2	-4	-10	2	5	1.2	1	1
Cc1ccc(C(=O)COC(=O)c2ccc(Br)o2)cc1C	0.9	0.7	10	-9	-17	-9	29	0.9	0.9	1.1
CN1CCN(c2ccc([N+](=O)[O-])c(-n3nc(-c4ccccc4)c4ccccc4c3=O)c2)CC1	0.8	0.9	18	1	12	99*	11	1	0.9	1
COC(=O)c1ccc(CN2C(=O)NC3(CCCc4ccccc43)C2=O)o1 (stereo unspecified)	1	0.9	1	-8	-10	1	9	1	1	1.1
O=C(O)C1[C@H]2C(=O)N(C3CCCC3)C[C@]23C=C[C@H]1O3 (stereo partly specified)	1	0.9	-3	3	-4	-2	11	1	1	1
Cc1ccccc1OCC(=O)Nc1sc2c(c1C#N)CCC2	0.8	0.9	17	4	-9	-3	15	0.9	0.9	1
Cc1ccccc1C(=O)OC1OC(=O)C(Cl)=C1Nc1ccc(C(=O)O)cc1 (stereo unspecified)	1.2	1	-20	-2	-4	-7	1	1	1	1
CCOC(=O)C1=C(C)NC(=O)NC1c1cccc(OC)c1OCc1ccccc1Cl (stereo unspecified)	0.9	1	10	-5	-19	22	4	1	1	1
Cc1cccc2sc(NC(=O)CCn3cccc3)nc12	1	0.9	3	1	-1	28	12	1.2	1.2	1
O=C(c1cccc(C(=O)N2CCN(Cc3ccccc3)CC2)c1)N1CCN(Cc2ccccc2)CC1	0.9	0.9	6	-5	-9	-7	12	0.9	0.9	1.1
CC(C)CC(=O)Nc1ccc(C(=O)COc2ccc(-c3nnco3)cc2)cc1	1	0.9	2	-7	-10	2	12	1	1	1.1
CSc1nc(C)cc(C)c1C#N	0.9	1	5	-5	-10	-4	5	0.9	0.9	1
Cc1cc(C)nc(NS(=O)(=O)c2ccc(N3C(=O)C4CC=C(Cl)CC4C3=O)cc2)n1 (stereo unspecified)	1	0.9	2	0	-7	-9	11	0.9	0.8	1
CCOC(=O)c1c(NC(=O)C2CCCN(S(=O)(=O)c3ccccc3)C2)sc2c1CCCC2 (stereo unspecified)	0.9	0.9	13	-3	-9	81*	15	1	0.9	1
CCN(CC)S(=O)(=O)c1ccc2[nH]c(=O)cc(C(=O)Nc3ccc(C)c(S(=O)(=O)N(CC)CC)c3)c2c1	1	0.8	2	-4	-3	-5	24	0.8	0.9	1
CN(C)c1ccc(-c2nc3n(n2)C(c2cccnc2)C2=C(CC(C)(C)CC2=O)N3)cc1 (stereo unspecified)	1	0.8	-3	-2	-6	92*	16	1	1	1
CC1(C)CC(=O)C=C(OC(=O)c2ccc(Cl)cc2)C1	0.9	0.9	10	1	-5	-2	10	0.9	0.9	1
CCn1c(=O)n(CC)c2cc(S(=O)(=O)NCCOc3ccccc3)c(C)cc21	0.9	0.9	5	-5	-5	99*	10	0.9	0.9	1
CC(=O)Oc1ccc(C(=O)Cc2ccc3ccccc3n2)c(O)c1C	1.2	0.9	-16	4	3	-5	8	1	1.1	1
O=c1cc(-c2ccccc2)nc(N2CCCCC2)[nH]1	1	0.9	5	-5	-11	6	8	1.6	1.4	1
CCOC(=O)Nc1nnc(Cc2ccc(Cl)c(Cl)c2)s1	1.1	0.9	-8	0	-15	-3	10	1	1	1
COc1ccc(-n2c(C)csc2=S)cc1	0.8	0.8	16	0	-10	-2	17	1	1	1
COC(=O)c1ccc(OCC(O)CN(CCO)CC(O)Cn2ccc3ccccc32)cc1 (stereo unspecified)	1	1	4	-1	1	6	3	0.9	1	1
Cc1ccc(S(=O)(=O)N2CCOCC2)cc1C(=O)OC1CCCCC1=O (stereo unspecified)	1.1	0.9	-13	-4	-7	2	10	1	1	1
(continued)
SMILES	bIAP activator	Diaph act CS	bIAP inh	TNAP inh hi DEA	TNAP inh noacc	L major viab	Diaphorase inh	PMI activator	PMI act hi M6P	TNAP act hi DEA
O=C(/C=C/c1c(F)cccc1Cl)Nc1ccncc1	0.9	0.9	11	-5	-7	43	11	0.9	0.9	1
COC(=O)c1c(C)cc(OC(C)=O)c(C)c1OC(C)=O	1	0.8	2	-2	-7	-4	19	0.9	0.9	1
Cc1c(Cl)cccc1N=Cc1ccc([N+](=O)[O-])s1	0.8	1	18	4	3	101*	4	1	1	1
COc1ccc(OC)c(NC(=O)c2ccc3c(=O)n(CCc4ccccc4)c(=S)[nH]c3c2)c1	1	0.9	2	3	-11	-9	7	0.9	0.8	1
CCOc1ccc(NC(=O)CSc2nnc(-c3ccccn3)n2C)cc1	0.9	0.7	8	-4	-4	-4	28	1	1	1
O=C(c1cc2c(ccc3ccccc32)o1)N1CCN(c2ncc(C(F)(F)F)cc2Cl)CC1	0.7	0.8	28	-2	-6	5	17	1	1	1
Cc1cc(C)cc(NS(=O)(=O)c2cnc(Cl)c(Cl)c2)c1	0.9	0.9	8	2	-5	82*	13	0.9	1	1
c1n[nH]c(SCCCCSc2ncn[nH]2)n1	1.5	1	-49	2	-172	-5	4	1.1	1	1
Cc1ccnc(NCn2nnc3ccccc32)c1	1	1	4	-6	-11	-3	4	1	1	1.1
Cc1ccc(Cn2nc(C)c(NC(=O)CSc3nc4c(c(C(F)(F)F)n3)CCc3ccccc3-4)c2C)cc1	0.9	0.8	12	2	-1	6	15	0.9	1	1
COc1ccc(Nc2oc(-c3ccccc3)nc2C#N)cc1	1	0.8	-1	-5	4	-6	16	1.1	1	1
COc1ccc(NC(=O)CN2CCC(NC(=O)C3CCCCC3)CC2)cc1	1.1	0.9	-5	-6	-13	70*	13	0.9	1	1.1
N#CC(C#N)=C(N)CSc1cccc[n+]1[O-]	1.2	1.1	-17	-3	-12	-4	-8	1.1	1.1	1
O=C(Nc1nnc(-c2cccs2)o1)c1cccc(Oc2ccccc2)c1	0.9	1.1	7	-1	-21	52*	-11	1.2	1.2	1
CCN(C(=O)CN1CCCc2ccccc21)c1c(N)n(Cc2ccccc2)c(=O)[nH]c1=O	1	1	1	-5	-4	·	4	1	1	1.1
O=C(Nc1nc(-c2cccs2)cs1)c1cccc(S(=O)(=O)N2CCCCC2)c1	0.8	0.7	16	-5	-13	28	26	0.9	1	1
Cc1nc2ccc(NC(=O)N3CCSCC3)cc2s1	0.9	0.8	12	-3	-12	-5	17	0.9	1	1
COc1cc(OC)nc(Oc2ccccc2C(=O)Oc2ccccc2Cl)n1	1	0.8	2	0	2	8	16	0.9	0.8	1
COc1ccc(OCCC(=O)OCC(=O)NCc2ccco2)cc1	1	0.8	0	-6	-2	-6	21	1	0.8	1.1
Clc1cccc(-c2cc3nc4c(c(NCc5ccco5)n3n2)CCCC4)c1	0.9	0.7	8	-9	-10	53*	26	0.8	0.8	1.1
Cc1nn(C(=O)c2cccnc2)c(C)c1Sc1ccccc1	0.9	0.9	6	10	-49	-6	12	0.9	1	0.9
CCOC(=O)C1=C(C)NC(=O)NC1C1CC=CCC1 (stereo unspecified)	0.9	0.8	5	-6	-12	5	16	0.9	0.9	1.1
CCOC(=O)C1CCN(C(=O)Cc2c(C(=O)O)n(C)c3ccccc23)CC1	1	0.8	4	-5	-10	-4	19	1	1	1.1
COC(=O)c1ccc(CN2CCCC(CCC(=O)NCc3ccc(C)o3)C2)cc1 (stereo unspecified)	0.9	0.9	5	-7	-10	77*	12	1	0.9	1.1
Cc1ccccc1/C(N)=N/OC(=O)/C=C/c1ccccc1	0.8	0.9	21	-4	-10	8	13	0.9	0.9	1

3 entries out of the list above, ordered by their value in TNAP inh noacc, low to high:
| SMILES | TNAP inh noacc |
| --- | --- |
| Cc1cc(C)nc(NS(=O)(=O)c2ccc(N3C(=O)C4CC=C(Cl)CC4C3=O)cc2)n1 (stereo unspecified) | -7 |
| Cc1ccccc1C(=O)OC1OC(=O)C(Cl)=C1Nc1ccc(C(=O)O)cc1 (stereo unspecified) | -4 |
| COc1cc(OC)nc(Oc2ccccc2C(=O)Oc2ccccc2Cl)n1 | 2 |

The list continues:
SMILES	bIAP activator	Diaph act CS	bIAP inh	TNAP inh hi DEA	TNAP inh noacc	L major viab	Diaphorase inh	PMI activator	PMI act hi M6P	TNAP act hi DEA
COc1ccccc1NC(=O)C1=C(C)Nc2nc(-c3cccs3)nn2C1c1cccc(O)c1 (stereo unspecified)	0.9	0.8	6	-3	-11	10	23	0.9	1	1
C=CCn1c(C)c(C(C)=O)c(SC)nc1=S	0.8	0.8	21	-2	-17	-5	17	1	1	1
Cc1cccn2c(=O)c(C=NCc3ccccc3)c(NCCO)nc12	0.9	0.9	8	-4	-10	1	8	1	1.1	1
CCOC(=O)c1ccc(N2CCN(C(C)=O)CC2)c(NC(=O)c2cccnc2)c1	1	0.8	-5	-7	-11	-3	21	0.8	1	1.1
Cc1cccc(C(=O)N[C@H](C(=O)Nc2nc(C)cs2)C(C)C)c1	0.9	0.8	9	0	-2	64*	15	0.9	0.9	1
COc1ccc(CCNC(=O)CSc2nc3c(c(=O)n(C)c(=O)n3C)n2C)cc1OC	0.9	1	8	-1	-9	-3	-3	1.1	1.1	1
CC1(C)CC(=O)N(Cc2ccccc2)C(=O)C1	1	1	2	1	-3	-8	2	1	1.1	1
CCOc1cc(NC(=S)NCc2ccco2)c(OCC)cc1NC(=O)c1ccco1	1	0.8	-1	-1	-8	-4	17	0.8	0.6	1
O=C(NC(Cc1ccccc1)C(=O)Oc1ccc2c(C(F)(F)F)cc(=O)oc2c1)OCc1ccccc1 (stereo unspecified)	0.8	0.9	22	-10	-12	0	13	0.9	0.7	1.1
CCOC(=O)c1sc(NC(=S)NC(=O)C2CC2)cc1C	0.9	1.1	10	-2	-8	0	-8	0.9	1	1
O=C(COC(=O)C12CC3CC(CC(C3)C1)C2)Nc1nccs1	1.2	1.1	-18	-6	-5	8	-13	1.1	1.1	1.1
CC(C)C(CC(=O)N1CCCCC1)C1CCOC(C)(C)C1 (stereo unspecified)	0.9	1.1	11	-5	-9	-4	-15	1.1	1.1	1
